# Assay outcomes from PubChem BioAssay.
# TSHR antag: antagonists of human thyroid stimulating hormone receptor | P16473 | TSHR-expressing cells, TSH-stimulated cAMP HTRF, 2 h; hits give low values | activity change, negative = inhibition, % at 11.5 µM | 330,000 tested, 0.2% active;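 active = activity change below a set negative limit, meaning inhibition stronger than a set level, cut at about -70% in these data; inconclusive = activity change between two set negative limits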; note: % is set by controls: 0 for no effect and ±100 for the full control effect
#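 Cell-based HTRF cAMP assay; TSHR cells + compound, TSH EC80 (4nM final), 2 h, 37 deg C. Lysis with anti-cAMP cryptate and cAMP-d2, 30 min RT, read 665/620 nm.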
# Menin MLL FP TR: inhibitors of human menin-MLL interaction, mutant MLL peptide; 270,000 tested, 0.23% active; Potency, µM (doses to about 61.6 µM), for the others: at the highest dose FP activity change, negative = inhibition, usual class: inhibitors; O00255; Menin + Texas Red MLL mutant peptide, fluorescence polarization; active = well fitted inhibition curve with a large enough effect in the polarisation, with a control signal flat, not every such curve was filed as active; inconclusive = small, poorly fitted or top-dose-only effect, or effect the other way, or a change in a side signal; inactive = no such curve, though single readings can be large or run the other way; the % refers to the polarisation; note: potency is the fitted concentration of half-maximal effect; % of control where 0% means no effect; many of its hits are not listed in these tables
# KCNH2 WT inh: blocks the wildtype human KCNH2 potassium channel. 340,000 tested, 0.37% active. U2OS, BacMam KCNH2, thallium flux FluxOr; hits give low values. Q12809. activity change, % at 1.84 µM;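 active = maximum activity change below -70%; inconclusive = maximum activity change between -70% and -50%; inactive = maximum activity change above -50%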; note: % is set by controls: 0 for no effect and ±100 for the full control effect
#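 U2OS cells transduced with wild-type KCNH2 virus are loaded with FluxOr dye for 45 min, and thallium flux is measured in kinetic reads before and after stimulation buffer. Rate constants are normalized to DMSO controls.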
# Eya2 inh: blocks the phosphatase activity of human Eya2; O00167; recombinant Eya2, OMFP fluorescence dephosphorylation (OMFP is methylfluorescein phosphate); Potency, µM (series often up to 76.9 µM), without a hit: at the highest dose activity, negative = inhibition, most hits filed as inhibitors; 330,000 tested, 0.006% active; note: potency is the fitted concentration of half-maximal effect; % is set by controls: 0 for no effect and ±100 for the full control effect
#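 Eya2 (0.2 uM) preincubated 10 min at ambient with compound, then OMFP substrate added at 50 uM; 10 min reaction in 50 mM HEPES pH 7.5, 50 mM NaCl, 5 uM MgCl2, 0.05% BSA, 1 mM DTT. Fluorescence read at Ex 485/Em 525 nm.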
# GALK inhibitor: galactokinase (human) inhibition; Purified GALK, Kinase-Glo residual ATP luminescence; Potency, µM (series often up to 57.5 µM), for inactives: at the top dose activity change, negative = inhibition, usual class: inhibitors; 270,000 tested, 0.007% active; AID 1868; note: potency is the fitted concentration of half-maximal effect; % is set by controls: 0 for no effect and ±100 for the full control effect
# Target sequence (P51570 whole entry, looked up): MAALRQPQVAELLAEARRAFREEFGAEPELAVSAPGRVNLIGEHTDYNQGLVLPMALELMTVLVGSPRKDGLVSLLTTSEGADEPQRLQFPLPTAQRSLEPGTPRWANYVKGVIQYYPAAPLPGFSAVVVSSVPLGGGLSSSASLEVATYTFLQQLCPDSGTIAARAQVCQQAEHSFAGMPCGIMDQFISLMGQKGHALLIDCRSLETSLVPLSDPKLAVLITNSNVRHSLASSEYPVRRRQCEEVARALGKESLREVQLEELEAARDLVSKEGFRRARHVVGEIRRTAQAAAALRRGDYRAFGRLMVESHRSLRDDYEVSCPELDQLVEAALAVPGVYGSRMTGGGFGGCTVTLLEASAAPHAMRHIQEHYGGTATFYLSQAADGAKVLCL
#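 Compounds were pin-transferred into ATP buffer (35 uM final), then GALK plus galactose (5 nM, 100 uM final) was added. After 1 h at room temperature, Kinase-Glo Plus was added and luminescence read after 10 min.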
# Mito fusion act: blocks mitochondrial division or promotes mitochondrial fusion. S. cerevisiae fusion-defective mutant growth rescue, CellTiterGlo 48 h. Potency, µM (titrated, usually from 46.1 µM), without a hit: at the highest dose growth rescue (activation), usual class: activators. 320,000 tested, 0.23% active;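 note: potency is the fitted concentration of half-maximal effect; % of control where 0% means no effect; nearly all actives have a fitted effect of over 45% in size; temperature-sensitive fusion mutants such as fzo1-1 at 37 °C on non-fermentable ethanol glycerol medium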
#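 Yeast fusion mutant, YPEG (non-fermentable carbon), compound, 48 h at 37C non-permissive; CellTiterGlo added, 10 min RT, luminescence read. Rescued growth = division inhibition.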
# MBNL1 CUG block: inhibitors of human MBNL1 binding to CUG repeat RNA | TR-FRET MBNL1-His/biotin-(CUG)12 binding, 665/545 ratio | 280,000 tested, 0.036% active | AID 2675 | Q9NR56 | Potency, µM (doses to about 57.5 µM), inactives show top-dose activity change, negative = inhibition, usual class: inhibitors; active = well fitted inhibition curve with a large enough effect in the signal ratio, with a control signal flat, not every such curve was filed as active; inconclusive = small, poorly fitted or top-dose-only effect, or effect the other way, or a change in a side signal; inactive = no such curve, though single readings can be large or run the other way; the % refers to the signal ratio; note: potency is the fitted concentration of half-maximal effect; % is set by controls: 0 for no effect and ±100 for the full control effect
#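 Compounds (final 92 nM to 58 uM) are added to His-tagged MBNL1 and biotin-(CUG)12, then terbium anti-His antibody and streptavidin-XL665 (5 nM final). After 60 min at room temperature, the 665/545 nm ratio is read.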
# USP2a inh: USP2a (human) protease inhibition. 330,000 tested, 0.01% active. AID 463254. O75604. Potency, µM (highest dose often 38.3 µM), inactives show top-dose activity change, negative = inhibition, actives largely listed as inhibitors. USP2 core, Ub-CHOP2 coupled fluorogenic reporter, 485/531;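 note: potency is the fitted concentration of half-maximal effect; plate controls were DMSO wells for no effect and full inhibition by NEM control for full effect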
# Target sequence (O75604 whole entry, looked up): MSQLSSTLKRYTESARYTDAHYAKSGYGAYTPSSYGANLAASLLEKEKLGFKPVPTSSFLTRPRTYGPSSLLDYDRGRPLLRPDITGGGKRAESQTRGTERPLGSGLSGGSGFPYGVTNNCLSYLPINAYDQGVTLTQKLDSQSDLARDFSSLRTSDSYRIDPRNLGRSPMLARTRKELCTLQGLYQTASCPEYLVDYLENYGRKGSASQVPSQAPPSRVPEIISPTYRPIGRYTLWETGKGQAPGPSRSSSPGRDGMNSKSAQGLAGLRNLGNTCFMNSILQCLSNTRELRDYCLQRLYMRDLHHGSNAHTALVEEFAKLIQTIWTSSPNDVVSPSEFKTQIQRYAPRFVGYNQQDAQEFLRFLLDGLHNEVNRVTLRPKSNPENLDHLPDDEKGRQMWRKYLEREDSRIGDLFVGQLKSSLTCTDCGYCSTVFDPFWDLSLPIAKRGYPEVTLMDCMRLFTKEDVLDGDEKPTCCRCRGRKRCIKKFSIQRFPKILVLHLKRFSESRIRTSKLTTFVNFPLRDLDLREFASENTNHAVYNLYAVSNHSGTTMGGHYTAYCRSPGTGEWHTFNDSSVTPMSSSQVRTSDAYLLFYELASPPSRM
#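 USP2 core (10nM final) preincubated 30min RT with compound in 20mM Tris-HCl pH 8.0, 2mM CaCl2, 2mM beta-mercaptoethanol, 0.05% CHAPS; 25nM Ub-CHOP2 plus 25nM reporter substrate added, fluorescence (Ex485/Em531) read after 60min.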
# BCR signal inh: chronic active BCR signaling inhibition; ABC-DLBCL IkBa-CBG/CBR reporter, luminescence ratio, 4 h; Potency, µM (titrated, usually from 46.1 µM), inactives show at the highest dose ratio change, negative = lower green/red ratio, most hits filed as inhibitors; 340,000 tested, 0.05% active; active = well fitted inhibition curve with a large enough effect in the signal ratio, with a control signal flat, not every such curve was filed as active; inconclusive = small, poorly fitted or top-dose-only effect, or effect the other way, or a change in a side signal; the % refers to the signal ratio;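 note: potency is the fitted concentration of half-maximal effect; plate controls were basal doxycycline-induced cells for no effect and cells given 10 µM MG132 for full effect; MG132 reads +100%, hits lower the ratio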
#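 TMD8 ABC-DLBCL cells carrying doxycycline-inducible green luciferase fused to IkappaBalpha plus unfused red luciferase were exposed to compounds (up to 46 uM) for 4 hrs at 37C. Activity came from the overlap-corrected green/red luminescence ratio.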
# PKM2 act: PKM2 (human) enzyme activation | purified PKM2, Kinase-Glo ATP luminescence, activation; response scale: 0% is enzyme alone, no compound | Potency, µM (series often up to 57.5 µM), inactives show at the highest dose activation, actives largely listed as activators | 260,000 tested, 0.34% active | AID 1631; note: potency is the fitted concentration of half-maximal effect; % is set by controls: 0 for no effect and ±100 for the full control effect; nearly all actives have a fitted effect of over 55% in size
#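 Purified hPK-M2 (>95%) run at intermediate activity with 0.1 mM ADP and 0.5 mM PEP in 50 mM imidazole pH 7.2, KCl, MgCl2; 1 h room temperature. ATP formed read by Kinase-Glo luminescence; normalized to uninhibited and no-enzyme controls.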
# ASM inhibitor: blocks human secretory acid sphingomyelinase; Potency, µM (series often up to 57.5 µM), inactives show at the top dose activity change, negative = inhibition, hits mostly inhibitors; placental ASM, HMU-PC fluorogenic substrate, 60 min; P17405; 340,000 tested, 0.006% active; note: potency is the fitted concentration of half-maximal effect
#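 HMU-PC0 cleavage (9 uM final) by human placental ASM, 60 min at 37 °C following 10 min compound exposure at RT; stopped at pH 10, fluorescence Ex 386/Em 447 nm.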
# The depositor's hits bear a star; u = inconclusive; x = not tested or not shown; [ ] = dose if it differs, or a comment. Unless noted, calls come from the whole dose curve; as a rule, active = well fitted curve in the direction sought with a large enough effect; inconclusive = small, poorly fitted or top-dose-only effect, or another doubt; inactive = no such curve, though single readings can be large; an effect the other way counts as inactive or inconclusive. Some of the compounds tested. The share of hits here may be higher or lower than overall.
SMILES,TSHR antag,Menin MLL FP TR,KCNH2 WT inh,Eya2 inh,GALK inhibitor,Mito fusion act,MBNL1 CUG block,USP2a inh,BCR signal inh,PKM2 act,ASM inhibitor
CCc1ccc(/C=C2/C(=O)N(c3ccccc3)C(=S)N2CC(=O)OC)s1,-3,-9%,-1,-1%,-1%,-20%,u,2%,14%,4%,-8%
CCOC(=O)c1c(C)[nH]c(C(=O)COC(=O)CCNS(=O)(=O)c2ccc(NC(C)=O)cc2)c1C,x,x,10,4%,x,x,x,2%,1%,x,-7%
COc1ccccc1NC(=O)CSc1nncs1,15,x,-4,-18%,x,x,x,1%,2%,x,4%
Cc1noc(NS(=O)(=O)c2ccc(N3Cc4ccccc4C3=O)cc2)c1C,12,-10%,-6,-8%,-1%,-2%,-2%,-2%,-4%,-6%,5%
Cc1ccc(CN2CCN(Cc3ccc(-n4cccn4)cc3C)CC2CCO)cc1 (stereo unspecified),-9,u,-91*,4%,0%,-3%,u,-2%,-23%,-4%,-2%
O=C(COC(=O)c1ccco1)c1ccc2ccccc2c1,14,4%,2,2%,-3%,0%,30%,0%,u,2%,-3%
C=CCc1ccc(OCCOCCNCCCC)c(OC)c1,5,u,42,-20%,0%,2%,-1%,9%,u,13%,3%
C=CCN(CC=C)S(=O)(=O)c1ccc(NC(=S)NC(=O)/C=C/c2cccc3ccccc23)cc1,-2,x,-3,11%,0%,1%,0%,4%,13%,16%,-1%
CCOc1cccc(CN2CCC(n3nccc3NC(=O)C3CCCC3)CC2)c1,-5,x,18,-10%,2%,0%,-9%,1%,0%,-10%,x
O=C(CCNS(=O)(=O)c1ccc(Cl)cc1)N1CCCC1,0,x,-2,1%,-4%,-3%,-2%,-2%,3%,1%,5%
COc1cc2oc(=O)cc(-c3cccc(-c4ccc(C(F)(F)F)cc4)c3)c2c(OC)c1OC,-6,-26%,-7,-5%,x,x,x,0%,2%,x,-10%
O=C1c2oc3ccc(F)cc3c(=O)c2C(c2cccc(O)c2)N1CCCN1CCOCC1 (stereo unspecified),0,1%,6,1%,x,2%,-3%,4%,4%,-12%,-4%
CCOC(=O)C1CCN(S(=O)(=O)c2ccc3c(c2)N(C(C)=O)CC(C)S3)CC1 (stereo unspecified),-8,x,-9,3%,-2%,-5%,-4%,-1%,0%,x,3%
COc1cccc(C(=O)/C=C/Nc2ccc(S(=O)(=O)Nc3nc(C)cc(C)n3)cc2)c1,-2,-8%,10,9%,0%,0%,x,3%,u,11%,131%[activator]
CN(C(=O)CSc1nc2[nH]ncc2c(=O)[nH]1)c1ccccc1,-2,x,1,11%,x,1%,x,0%,-1%,x,6%
CC(C)(C)c1ccc(OCCN2CCCC2)cc1,4,12%,9,9%,-1%,-3%,-1%,0%,9%,1%,2%
COc1ccccc1/C=C\C=N\n1c(C2CCCCC2)n[nH]c1=S,9,8%,-1,-17%,0%,-9%,1%,-4%,21%,-9%,-15%
Cc1c(S(=O)(=O)c2ccccn2)c(N)n(Cc2ccccc2Cl)c1C,-1,x,0,13%,x,-4%,-9%,-6%,1%,4%,1%
Cc1ccc(Cl)c(OCC(=O)OC(C)C(=O)NC2CC2)c1 (stereo unspecified),2,x,5,3%,x,-5%,x,-1%,-1%,x,3%
CSc1nc2nc3c(c(=O)n2[nH]1)CCC3,-8,0%,1,17%,-1%,5%,u,4%,u,-2%,1%
CCOC(=O)c1c(C)nc2c(c1-c1ccc(OC)cc1)C(=O)CC(C)(C)C2,19,u,21,4%,-2%,-3%,-17%,2%,u,-4%,0%
Cn1nccc1C(=O)Nc1ccc2c(c1)OCO2,-19,x,-11,1%,10%,-4%,5%,1%,-1%,-30%,1%
Cc1ccc(NC(=O)CN(C)C(=O)CSc2nnnn2C)cc1,3,x,9,3%,0%,-3%,x,1%,-1%,-16%,5%
O=C(CSc1nnc(SCc2ccccc2)s1)N/N=C/C=C\c1ccco1,-13,u,13,-25%,0%,4%,-4%,-6%,-16%,u,-11%
COc1ccc(-n2cc(CNCCc3nc(C)cc(C)n3)c(-c3ccccc3Cl)n2)cc1,-18,3%,-13,-12%,3%,-5%,-17%,0%,u,13%,-4%

# Remaining list, next part:
SMILES,TSHR antag,Menin MLL FP TR,KCNH2 WT inh,Eya2 inh,GALK inhibitor,Mito fusion act,MBNL1 CUG block,USP2a inh,BCR signal inh,PKM2 act,ASM inhibitor
COCCn1c(C)nnc1SCC(=O)Nc1ccccc1[N+](=O)[O-],-2,14%,0,5%,5%,-5%,u,-1%,15%,0%,6%
Cc1oc2ccc(O)cc2c1C(=O)c1ccc([N+](=O)[O-])cc1,4,1%,-5,-4%,2%,20%,u,3%,0%,6%,-3%
CC1=C(C(=O)Nc2cccnc2)C(c2cccnc2)n2nc(-c3cccs3)nc2N1 (stereo unspecified),-5,4%,2,8%,-5%,1%,-2%,0%,8%,-1%,4%
Cc1ccc(C2CC(c3ccccc3C)n3nc(N)nc3N2)cc1 (stereo unspecified),3,-11%,5,4%,0%,-3%,0%,-1%,-3%,-3%,-1%
CCCC(=O)Nc1ccc(C(=O)Nc2cc(C(F)(F)F)ccc2Cl)cc1,0,u,-3,15%,3%,2%,-1%,0%,-7%,-2%,-3%
Cc1ccc(C(=O)O)cc1NC(=S)NC(=O)c1ccc([N+](=O)[O-])cc1Cl,-7,0%,3,4%,2%,-1%,u,-1%,u,-1%,-4%
O=C(Nc1ccccc1)C(=O)Nc1ccc2c(c1)N(C(=O)C1CC1)CCC2,x,x,7,2%,x,-9%,x,0%,u,x,-1%
O=C(COC(=O)c1cccc(S(=O)(=O)N2CCN(c3ccccc3)CC2)c1)NCC1CCCO1 (stereo unspecified),1,x,-29,11%,2%,4%,-3%,-1%,-4%,6%,-1%
COc1ccc(S(=O)(=O)N2CCOCC2)cc1NC(=O)CN1CCCC1,-2,-12%,-1,5%,-2%,6%,0%,4%,2%,-26%,3%
Oc1c(C(c2cccs2)N2CCN(c3ccccc3)CC2)sc2ncnn12 (stereo unspecified),4,5%,22,-5%,-1%,3%,16%,-1%,0%,5%,0%
O=S(=O)(c1ccccc1)c1cnn(-c2ccccc2)c1-c1ccc(Cl)cc1,35,17%,0,-9%,1%,15%,-2%,3%,7%,-1%,-6%
O=C(NCc1ccccc1)c1ccc(CS(=O)Cc2ccc(Cl)cc2)o1 (stereo unspecified),5,-9%,9,3%,2%,0%,-9%,3%,-3%,x,-1%
COc1ccc2c(c1)c(=O)c(Br)c(C)n2Cc1ccccc1,-5,-13%,-1,4%[15.4 µM],3%,6%,-1%,0%,0%,20%,u
COc1ccc(OCC(=O)Nc2ccccc2O)cc1,-8,u,2,-10%,0%,0%,3%,-5%,u,-41%,0%
COC(=O)c1sccc1NC(=O)CC1C(=O)NCCN1C(=O)Nc1ccc(OCc2ccccc2)cc1 (stereo unspecified),-8,x,7,-5%,1%,-3%,-2%,-1%,u,-1%,-2%
CCNC(=O)CSc1nc(-c2ccccc2)cs1,-5,6%,-6,13%,10%,23%,x,2%,0%,-2%,5%
CCc1ccc(C(=O)NC(=S)NCc2cccnc2)cc1,-10,x,-11,-2%,-3%,-7%,0%,0%,-1%,0%,1%
CN(c1ccccc1)S(=O)(=O)c1nnc(NC(=O)COc2ccccc2)s1,-25,x,-3,-5%,0%,23%,15%,0%,4%,x,2%
CN(C)CCCNc1oc(-c2cccc(Cl)c2)nc1C#N,4,3%,-8,1%,-2%,-4%,12%,0%,u,-4%,10%
CCOC(=O)C1CCN(C(=O)Nc2ccc(OC(F)(F)F)cc2)CC1,-2,x,9,5%,1%,-1%,-9%,8%,u,1%,11%
Cc1noc(C)c1CN(C(=S)NC(C)C)c1ccccc1,19,4%,0,1%,-1%,-4%,-21%,-4%,-3%,-4%,6%
